High-throughput results as filed in PubChem.
S100A4 MyoIIA: S100A4-myosin IIA interaction inhibition. P26447. S100A4/TAMRA-MyoIIA peptide fluorescence polarization. inhibition, % at 10.7 µM. 360,000 compounds, 0.14% hits. AID 652163;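 active = mean inhibition of at least 70% across replicates, with every replicate also reaching that level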
Target sequence (P26447 whole entry, looked up): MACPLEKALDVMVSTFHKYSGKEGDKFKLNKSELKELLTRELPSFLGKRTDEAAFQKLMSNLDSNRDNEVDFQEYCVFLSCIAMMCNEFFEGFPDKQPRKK
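Compound dosing: one dose per compound; test system: human S100A4 monomer with TAMRA-labelled myosin IIA peptide; probe or stimulus: TAMRA-labelled myosin IIA heavy-chain peptide probe, 5 nM; medium: HEPES buffer with Ca2+, pH 7.2; schedule: 5 min incubation before reading; benchmarks: neutral control DMSO, positive control TFP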
esBAF inh: SWI/SNF esBAF complex inhibition; reporter increase, % at 12.5 µM; 350,000 compounds, 2% hits; mouse ES cells, Bmi1-luciferase knock-in reporter, 24 h; 100% = twice the neutral-well signal; in the data active = activation above about 40%;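 note: 0% = median of the plate's neutral control wells and 100% = double that signal; a rise in the Bmi1 reporter signal indicates esBAF inhibition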
FN deposit inh: fibronectin deposition inhibition; AH1F fibroblasts, Alexa488-fibronectin deposition fluorescence, overnight; inhibition, % at 12.6 µM; 350,000 compounds, 0.086% hits; AID 743247;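 active = mean inhibition across replicates of 30% or more, regardless of how many single replicates reach that level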;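 note: positive control wells lacked labelled fibronectin entirely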
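Material – AH1F fibroblast monolayer, labelled fibronectin deposition · Reagent – labelled fibronectin 24 nM · Timing – 1 h adhesion, overnight exposure · Measured by – fluorescence at 485 nm excitation, 525 nm emission · Read-out – inhibition of fibronectin deposition signal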
LGR2 inh: Drosophila LGR2 receptor signaling inhibition; HEK293 LGR2, CRE-luciferase, bursicon-stimulated, 4 h; inhibition, % at 9.99 µM; 380,000 compounds, 0.35% hits;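 active = drop in luminescence signal, shown as inhibition above about 50% in the replicate tests, limit read from the data, passing the limit was not always enough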;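 note: agonist challenge used bursicon conditioned medium at about half maximal strength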
Statin myotox sup: suppression of simvastatin myotoxicity; C2C12 myotubes + simvastatin, ATP luminescence, 48 h; scaled: DMSO 0, geranylgeraniol control 100; rescue of ATP level, % at 7.49 µM; 330,000 compounds, 0.78% hits; AID 602340;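 active = mean ATP rescue above about 67%, or every replicate alone reaching that limit, limit read from the data, passing the limit was not always enough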;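 note: myotubes were challenged with 10 µM simvastatin during compound exposure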
SIRT5 block: inhibitors of human sirtuin-5 desuccinylase | Purified SirT5, succinyl-peptide AMC, trypsin-coupled fluorescence | 330,000 compounds, 1.1% hits | inhibition, % at 15 µM | Q9NXA8; in the data active = inhibition above about 15%
Target sequence (Q9NXA8 whole entry, looked up): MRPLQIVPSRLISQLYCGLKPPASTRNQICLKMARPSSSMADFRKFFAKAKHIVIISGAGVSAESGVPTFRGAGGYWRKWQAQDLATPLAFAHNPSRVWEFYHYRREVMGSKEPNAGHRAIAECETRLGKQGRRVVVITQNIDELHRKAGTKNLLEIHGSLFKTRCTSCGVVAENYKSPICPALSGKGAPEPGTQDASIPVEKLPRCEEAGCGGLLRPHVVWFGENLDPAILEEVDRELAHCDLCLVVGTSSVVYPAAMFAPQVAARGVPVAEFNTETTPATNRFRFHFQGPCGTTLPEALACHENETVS
Casp6 inh: inhibitors of human caspase-6 | P55212 | 350,000 compounds, 0.53% hits | inhibition, % at 12.5 µM | purified caspase-6, Z-VEID-R110 cleavage fluorescence;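 active = mean inhibition across replicates at least about 35%, with every replicate also reaching that limit, limit read from the data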;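 note: 0% = median of neutral control wells and 100% = no fluorescence left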
Target sequence (P55212 24-179 limits assumed): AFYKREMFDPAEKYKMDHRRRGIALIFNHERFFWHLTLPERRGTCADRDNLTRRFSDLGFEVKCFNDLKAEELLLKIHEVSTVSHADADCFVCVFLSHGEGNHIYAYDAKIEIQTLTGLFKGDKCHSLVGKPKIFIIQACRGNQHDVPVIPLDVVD
Target sequence (P55212 194-293 limits assumed): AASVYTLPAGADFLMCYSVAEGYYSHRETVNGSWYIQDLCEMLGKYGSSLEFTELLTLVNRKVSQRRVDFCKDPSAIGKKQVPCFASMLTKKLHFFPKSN
Active calls of the source: *; . = not tested or not shown.

Key to letters: A = S100A4 MyoIIA; B = esBAF inh; C = FN deposit inh; D = LGR2 inh; E = Statin myotox sup; F = SIRT5 block; G = Casp6 inh
1) COc1ccc(N2C(=O)NC(NS(=O)(=O)c3ccc(Cl)cc3)(C(F)(F)F)C2=O)cc1 (configuration not stated)
  A: -1.4 | B: . | C: -1.3 | D: -1.3 | E: . | F: -2.0 | G: -1.9
2) O=C(CCNS(=O)(=O)c1ccccc1C(F)(F)F)NCCCSc1ccccc1
  A: -11.1 | B: 1.7 | C: . | D: -9.2 | E: 4.4 | F: -1.3 | G: -28.2
3) Cn1c(=O)[nH]c(=O)c2c1nc1n2CCCN1Cc1ccccc1
  A: -0.4 | B: . | C: -4.6 | D: 4.1 | E: . | F: 1.9 | G: -1.3
4) COC(=O)[C@H](CC(C)C)NC(=O)Nc1ccccc1F
  A: -6.2 | B: . | C: 4.0 | D: 4.7 | E: . | F: 1.5 | G: -2.3
5) CCN(CC)CCCNC(=O)CCn1nc(-c2ccc(Cl)cc2)ccc1=O
  A: -0.3 | B: -1.2 | C: -2.8 | D: 8.4 | E: -9.1 | F: -3.6 | G: -16.1
6) COCCSc1nnc(NC(=O)CS(=O)(=O)c2ccc(C)cc2)s1
  A: 2.5 | B: 2.5 | C: -6.3 | D: 13.6 | E: 3.9 | F: 0.1 | G: 10.4
7) O=C(OCC(=O)N1CCN(C(=O)c2ccco2)CC1)c1cc(-c2ccc(Cl)c(Cl)c2Cl)nc2ccccc12
  A: . | B: 2.9 | C: 1.7 | D: . | E: 1.6 | F: . | G: .
8) O=C(O)C[C@H]1c2cc(C(F)(F)F)ccc2S(=O)(=O)N1Cc1ccccc1
  A: -1.7 | B: 0.9 | C: -0.9 | D: 1.4 | E: 13.9 | F: -1.9 | G: 1.9
9) COc1cc(/C=C(/Sc2nnc(-c3ccc(F)cc3)o2)C(=O)O)ccc1OC(F)F
  A: -25.6 | B: -10.4 | C: 0.3 | D: 21.6 | E: -1.9 | F: -0.1 | G: 4.5
10) O=C(CSc1nnc(-c2ccco2)o1)c1ccc([N+](=O)[O-])cc1
  A: 3.6 | B: -7.0 | C: -7.9 | D: -10.3 | E: 16.2 | F: -3.0 | G: -1.1
11) CCc1cccc(C)c1NC(=O)c1ccc2nc(N3CCOCC3)sc2c1
  A: 7.6 | B: 12.6 | C: -5.3 | D: -6.8 | E: -15.9 | F: . | G: 1.9
12) COc1cccc(-c2ccc3n(c2=O)C[C@@H]2[C@@H](CO)[C@H](C(=O)N(C)C)[C@H]3N2CC2CC2)c1
  A: 4.1 | B: -4.6 | C: . | D: 9.8 | E: 11.9 | F: -8.3 | G: -0.2
13) COC(=O)C1=C2SCC(=O)N2C(N)=C(C#N)C1
  A: -10.0 | B: 0.7 | C: -3.7 | D: -6.7 | E: 6.8 | F: -2.0 | G: 1.9
14) CC(=NNC(N)=O)C1CC2CCC1CC2 (configuration not stated)
  A: 6.2 | B: . | C: 0.8 | D: 9.4 | E: . | F: . | G: 6.1
15) C[n+]1ccccc1/C=C/c1ccc(F)c(F)c1
  A: -11.2 | B: 0.6 | C: -6.2 | D: 12.4 | E: 1.7 | F: -1.2 | G: -4.1

Records 1–10 of the list above:
Key to letters: A = S100A4 MyoIIA; B = esBAF inh; C = FN deposit inh; D = LGR2 inh; E = Statin myotox sup; F = SIRT5 block; G = Casp6 inh
1) COc1ccc(N2C(=O)NC(NS(=O)(=O)c3ccc(Cl)cc3)(C(F)(F)F)C2=O)cc1 (configuration not stated)
  A: -1.4 | B: . | C: -1.3 | D: -1.3 | E: . | F: -2.0 | G: -1.9
2) O=C(CCNS(=O)(=O)c1ccccc1C(F)(F)F)NCCCSc1ccccc1
  A: -11.1 | B: 1.7 | C: . | D: -9.2 | E: 4.4 | F: -1.3 | G: -28.2
3) Cn1c(=O)[nH]c(=O)c2c1nc1n2CCCN1Cc1ccccc1
  A: -0.4 | B: . | C: -4.6 | D: 4.1 | E: . | F: 1.9 | G: -1.3
4) COC(=O)[C@H](CC(C)C)NC(=O)Nc1ccccc1F
  A: -6.2 | B: . | C: 4.0 | D: 4.7 | E: . | F: 1.5 | G: -2.3
5) CCN(CC)CCCNC(=O)CCn1nc(-c2ccc(Cl)cc2)ccc1=O
  A: -0.3 | B: -1.2 | C: -2.8 | D: 8.4 | E: -9.1 | F: -3.6 | G: -16.1
6) COCCSc1nnc(NC(=O)CS(=O)(=O)c2ccc(C)cc2)s1
  A: 2.5 | B: 2.5 | C: -6.3 | D: 13.6 | E: 3.9 | F: 0.1 | G: 10.4
7) O=C(OCC(=O)N1CCN(C(=O)c2ccco2)CC1)c1cc(-c2ccc(Cl)c(Cl)c2Cl)nc2ccccc12
  A: . | B: 2.9 | C: 1.7 | D: . | E: 1.6 | F: . | G: .
8) O=C(O)C[C@H]1c2cc(C(F)(F)F)ccc2S(=O)(=O)N1Cc1ccccc1
  A: -1.7 | B: 0.9 | C: -0.9 | D: 1.4 | E: 13.9 | F: -1.9 | G: 1.9
9) COc1cc(/C=C(/Sc2nnc(-c3ccc(F)cc3)o2)C(=O)O)ccc1OC(F)F
  A: -25.6 | B: -10.4 | C: 0.3 | D: 21.6 | E: -1.9 | F: -0.1 | G: 4.5
10) O=C(CSc1nnc(-c2ccco2)o1)c1ccc([N+](=O)[O-])cc1
  A: 3.6 | B: -7.0 | C: -7.9 | D: -10.3 | E: 16.2 | F: -3.0 | G: -1.1

Next compounds
Key to letters: A = S100A4 MyoIIA; B = esBAF inh; C = FN deposit inh; D = LGR2 inh; E = Statin myotox sup; F = SIRT5 block; G = Casp6 inh
16) COc1ccccc1-c1cnc2c(c1)C(=O)N([C@@H](C)CO)C[C@@H](C)[C@@H](CN(C)C(=O)c1cccnc1)O2
  A: -1.1 | B: 0.5 | C: . | D: 2.3 | E: -6.9 | F: -2.7 | G: -0.6
17) CCN(CC(=O)NC1CCS(=O)(=O)C1)S(=O)(=O)c1cc(Br)ccc1Br (configuration not stated)
  A: -3.1 | B: -6.8 | C: 8.6 | D: -11.5 | E: 0.2 | F: -2.1 | G: 3.1
18) Cc1ccc(S(=O)(=O)NCC(=O)N(CC(=O)NCc2ccco2)Cc2ccc(F)cc2)cc1
  A: -0.2 | B: -3.9 | C: -26.7 | D: -8.2 | E: 0.3 | F: 1.0 | G: 7.3
19) CCOc1ccc(N(CC(=O)N2CCCC2)S(=O)(=O)c2ccc(Cl)cc2)cc1
  A: -7.4 | B: . | C: -6.2 | D: 4.0 | E: . | F: -4.7 | G: -0.4
20) O=C(CC1C(=O)NCCN1Cc1ccoc1)NCc1cccc(OC(F)(F)F)c1 (configuration not stated)
  A: 3.8 | B: -7.0 | C: 17.9 | D: -3.9 | E: 2.1 | F: -5.7 | G: -1.5
21) O=C(Nc1ccc(F)cc1)N1CC(=O)N2[C@H](CO)[C@H](c3ccc(Br)cc3)[C@@H]2C1
  A: 5.6 | B: . | C: . | D: 0.6 | E: . | F: -2.9 | G: -0.6
22) C=CCNC(=O)COC(=O)c1nc2nccc(C)n2n1
  A: 0.7 | B: 14.1 | C: -3.6 | D: 25.8 | E: 12.9 | F: -1.4 | G: -0.7
23) COc1ccccc1-c1cc(C(=O)NCc2ccc(F)cc2)no1
  A: -6.6 | B: -1.9 | C: . | D: -69.4 | E: 10.4 | F: -6.1 | G: 3.1
24) CCC(=O)NNC(=O)CCC(=O)Nc1ccccc1
  A: -2.0 | B: . | C: . | D: . | E: . | F: 0.9 | G: 6.5
25) Cc1ccc(S(=O)(=O)N(C)C[C@@H]2OCCCC[C@H](C)Oc3ccc(NC(=O)NC4CCCCC4)cc3C(=O)N([C@@H](C)CO)C[C@@H]2C)cc1
  A: -1.2 | B: -3.0 | C: -1.5 | D: 29.8 | E: . | F: 0.1 | G: 0.7
26) O=c1ccc2cc(S(=O)(=O)N3CCN(c4cc(Cl)ccc4Cl)CC3)ccc2o1
  A: . | B: -5.8 | C: 1.9 | D: 16.6 | E: 21.7 | F: . | G: .
27) O=Cc1c(NC2CCCCC2)c2ccccc2[nH]c1=O
  A: -0.3 | B: 0.6 | C: -1.8 | D: -21.2 | E: -4.6 | F: 0.3 | G: -1.2

This is a subset; rates above refer to the full screens.
